LNCaP diff act: LNCaP prostate cell differentiation activation. flow cytometry side scatter, 4 d. side scatter shift, % at 10 µM. actives 0.56% (n = 24,000). AID 795;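 active means side scatter shift above 30%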;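 further: androgen-responsive LNCaP prostate cancer cells in charcoal-stripped serum medium; percent of cells past a gate set so DMSO wells show 10% shift; higher shift means more granular cells and more differentiation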
VLA-4 agonist: allosterically activates the human VLA-4 integrin. P13612. Jurkat cells, LDV-FITC binding, flow cytometry. activation, % at 10 µM (by protocol). 24,000 tested, under 10 active. AID 528;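 active means fluorescent ligand binding to cells raised by more than 40% of the manganese-induced maximum; inconclusive means compound's own fluorescence above 85% of the ligand control signal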;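 further: 0% = ligand binding without compound and 100% = manganese-stimulated maximal binding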
Target sequence (P13612 whole entry, looked up): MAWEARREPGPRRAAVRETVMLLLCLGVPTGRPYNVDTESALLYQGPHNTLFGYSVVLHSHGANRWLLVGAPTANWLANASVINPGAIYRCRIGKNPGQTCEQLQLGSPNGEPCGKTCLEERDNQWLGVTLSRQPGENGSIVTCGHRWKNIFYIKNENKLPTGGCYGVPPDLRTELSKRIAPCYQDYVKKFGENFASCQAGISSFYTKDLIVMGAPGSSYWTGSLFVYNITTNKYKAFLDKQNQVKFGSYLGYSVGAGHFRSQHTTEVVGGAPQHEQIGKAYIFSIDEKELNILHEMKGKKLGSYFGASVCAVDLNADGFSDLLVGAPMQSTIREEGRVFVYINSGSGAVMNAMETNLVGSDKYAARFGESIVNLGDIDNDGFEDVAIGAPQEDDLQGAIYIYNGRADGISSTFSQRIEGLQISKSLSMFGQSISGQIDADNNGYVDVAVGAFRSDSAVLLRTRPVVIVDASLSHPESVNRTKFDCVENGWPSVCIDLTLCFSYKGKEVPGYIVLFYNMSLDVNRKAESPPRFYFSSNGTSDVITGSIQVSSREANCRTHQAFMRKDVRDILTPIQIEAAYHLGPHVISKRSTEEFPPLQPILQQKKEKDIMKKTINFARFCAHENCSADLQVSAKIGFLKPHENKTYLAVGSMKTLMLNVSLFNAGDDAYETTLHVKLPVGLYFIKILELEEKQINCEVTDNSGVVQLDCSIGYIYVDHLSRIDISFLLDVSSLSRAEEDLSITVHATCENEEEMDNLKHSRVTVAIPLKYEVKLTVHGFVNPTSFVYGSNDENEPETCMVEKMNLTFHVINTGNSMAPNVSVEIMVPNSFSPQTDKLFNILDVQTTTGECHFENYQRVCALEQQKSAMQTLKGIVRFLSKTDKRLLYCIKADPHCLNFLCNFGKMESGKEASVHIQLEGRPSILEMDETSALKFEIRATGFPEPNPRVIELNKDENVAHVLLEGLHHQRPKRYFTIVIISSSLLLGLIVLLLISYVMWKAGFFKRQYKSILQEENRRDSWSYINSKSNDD
VLA-4 antagonist: blocks LDV-FITC ligand binding to Mn2+-activated human VLA-4 integrin | inhibition, % at 10 µM (by protocol) | AID 529 | P13612 | Jurkat cells, LDV-FITC binding with Mn2+, flow cytometry; 100% = Mn2+-driven binding gain fully reversed | actives 0.2% (n = 24,000);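 active means inhibition above 50%; inconclusive means compound itself fluorescent, judged against control cell fluorescence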;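 further: 0% = Mn2+ stimulated cells lacking compound and 100% = ligand binding without Mn2+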
Jurkat autofluor: counter-screen for VLA-4 integrin: compound autofluorescence in Jurkat cells | flow cytometry; stronger effect = higher value; 1 = vehicle-only cell background | fluorescence ratio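 (tested at 10 µM compound in the well)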 | actives 0.61% (n = 24,000) | AID 576;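 active means fluorescence ratio above 2.44, which is 1 plus 3 SD of all ratios; inconclusive means signal too bright to measure linearly, ratio around 10 or more; inactive means fluorescence ratio below 2.44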;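 further: green fluorescence of cells measured with 488 nm excitation and 530 nm emission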
* hit, by the source's call; u = inconclusive. This is a subset; rates above refer to the full screens.

SMILES | LNCaP diff act | VLA-4 agonist | VLA-4 antagonist | Jurkat autofluor
O=C(Cn1ncc2c1-c1ccccc1OC2)Nc1nc2ccccc2s1 | 8 | 2 | 6 | 1
O=C1CCCN1CN(C(=O)c1ccccc1)c1ccc(F)cc1 | 10 | 5 | 6 | 0.9
COc1ccc(CCNS(=O)(=O)c2ccc3oc(C(=O)O)c(C)c3c2)cc1OC | 5 | 9 | -39 | 0.94
O=C(CCN1C(=O)COc2ccccc21)NCCCN1CCN(c2ccccc2F)CC1 | 8 | -5 | -13 | 1.1
O=C(Nc1ncc(Br)s1)C(Cc1ccccc1)n1cccc1 (configuration not stated) | 0 | u | u | 1.1
CCCOc1ccc(N)cc1N | 16 | u | u | 7.9*
CC1Cn2c(COc3ccccc3)nnc2S1 (configuration not stated) | 15 | 2 | -5 | 1
O=C(CN1C(=O)C2CCCN2c2ncc(Cl)cc21)NCc1ccc2c(c1)OCO2 (configuration not stated) | 10 | -5 | -33 | 1.2
CC(=O)NC(CCS(C)(=O)=O)C(=O)Nc1cccc(C(C)=O)c1 (configuration not stated) | 20 | 0 | -6 | 1
Oc1c(CN2CCOCC2)cc(COCc2ccccc2)c2cccnc12 | 10 | 0 | -4 | 0.97
COc1ccc(C)cc1NC(=O)c1cc2c(CO)cnc(C)c2oc1=N | 13 | 0 | -7 | 1
CCOC(=O)c1c(C)oc2c1c(C=NCc1ccccn1)c(O)c1ccccc12 | 5 | u | u | 2.9*
O=C(NCC1COc2ccccc2O1)C1C2C=CC3(CN(Cc4ccccc4Cl)C(=O)C13)O2 (configuration not stated) | 4 | -1 | 4 | 1
O=C(NCc1ccccc1)c1cc(-c2cccc(O)c2)on1 | 9 | 1 | 1 | 1.1
Cc1nn(C)c(C)c1S(=O)(=O)N1CCC(C(=O)NC2CCCCC2)CC1 | 3 | -2 | -18 | 1
O=C(Nc1sccc1C(=O)NCc1ccco1)c1cccnc1 | 8 | 2 | -8 | 1.3
CCOC(=O)N1CCC(NC(=O)c2cccn3c(=O)c4cc(Br)ccc4nc23)CC1 | 6 | -2 | 4 | 1.1
O=C(Cn1ncc2ccccc21)N1CCc2ccccc21 | 11 | -2 | 8 | 1
Cc1cc(NC(=O)c2ccc(S(=O)(=O)N3CCOCC3)cc2)nc2c1c(=O)oc1ccccc12 | 6 | u | u | 1.2
O=C(c1ccc(Cn2c(=O)[nH]c3ccccc3c2=O)cc1)N1CCN(c2ccc(Cl)cc2)CC1 | 6 | -7 | 30 | 1.1
CC(=O)Nc1ccc(OC(=O)c2cccnc2)cc1 | 7 | -1 | -14 | 1
CC(=O)Nc1ccc(N2CCN(Cc3ccccc3F)CC2)cc1 | 12 | -1 | 0 | 1
Cc1ccc2cc3cc(C(=O)N4CCN(C(=O)c5ccco5)CC4)sc3nc2c1 | 9 | -6 | 36 | 1.2
CCOC(=O)CCn1nc(-c2ccc(Cl)cc2)cc1N | 11 | 4 | -10 | 1
COc1cccc(-c2nc(CS(=O)CC(=O)NCc3ccccc3Cl)c(C)o2)c1 (configuration not stated) | 7 | u | u | 1.1

The list goes on; the last 5 above are carried over.
SMILES | LNCaP diff act | VLA-4 agonist | VLA-4 antagonist | Jurkat autofluor
CC(=O)Nc1ccc(OC(=O)c2cccnc2)cc1 | 7 | -1 | -14 | 1
CC(=O)Nc1ccc(N2CCN(Cc3ccccc3F)CC2)cc1 | 12 | -1 | 0 | 1
Cc1ccc2cc3cc(C(=O)N4CCN(C(=O)c5ccco5)CC4)sc3nc2c1 | 9 | -6 | 36 | 1.2
CCOC(=O)CCn1nc(-c2ccc(Cl)cc2)cc1N | 11 | 4 | -10 | 1
COc1cccc(-c2nc(CS(=O)CC(=O)NCc3ccccc3Cl)c(C)o2)c1 (configuration not stated) | 7 | u | u | 1.1
COc1cc2[nH]c(=S)n(Cc3ccc(C)o3)c(=O)c2cc1OC | 18 | 0 | 2 | 1.1
O=C(NC1CCCC1)C1CC(c2ccc(F)cc2)=NO1 (configuration not stated) | 8 | 0 | -4 | 1.1
O=C1C(C=Nc2ccccc2O)=C(O)c2ccccc21 | 7 | u | u | 1.3
CC1CC(C)CN(CCCNC(=O)C2CCC(=O)N2C2CCCC2)C1 (configuration not stated) | 3 | 5 | 2 | 1
CSCCC(NC(=O)c1ccco1)C(=O)OC(C)C(=O)NC(=O)NC1CCCCC1 (configuration not stated) | 6 | -3 | -28 | 0.93
O=C(CSC1=NCCS1)NCc1ccco1 | 2 | -5 | -2 | 1
Cc1ccc2c(c1)N(CC(=O)Nc1ccc3c(c1)OCCO3)C(=O)CO2 | 8 | 4 | -21 | 1
COc1ccc(C(CNC(=O)CN2C(=O)NC3(CC(C)CC(C)(C)C3)C2=O)N2CCOCC2)cc1 (configuration not stated) | 8 | 4 | -16 | 1.1
O=C(c1cc2n(n1)C(C(F)(F)F)CC(c1ccc(Cl)cc1)N2)N1CCCC1 (configuration not stated) | 8 | -1 | -4 | 1
O=C(NCCC1=CCCCC1)C1CCN(S(=O)(=O)c2cccc3nsnc23)CC1 | 12 | -7 | -11 | 1
CCOC(=O)/C(C#N)=C(/C)c1ccc(OC)cc1 | 12 | 4 | -7 | 1.1
COc1ccc(NC(=O)CN2CCN(CC(=O)Nc3ccccc3Cl)CC2)cc1Cl | 1 | -12 | 15 | 1.1
c1ccc(-c2cnc(CSc3ncnc4sccc34)o2)cc1 | 8 | 1 | 15 | 1.8
Cc1noc(C)c1S(=O)(=O)NC1CCCc2ccccc21 (configuration not stated) | 13 | u | u | 1.8
Cc1ccc(-c2cc(C(F)F)nc(NCC3CCCO3)n2)cc1 (configuration not stated) | 2 | -5 | 6 | 1
CCOC(=O)c1sc(NC(=O)CSc2nnc(-c3ccco3)n2CC)c(C(=O)OCC)c1C | 19 | -12 | 8 | 1.3
CC(=O)O[C@H]1C[C@@H]2CC[C@@H]3[C@H](CC[C@@]4(C)[C@H]3C[C@H]([N+]3(C)CCCCC3)[C@@H]4OC(C)=O)[C@@]2(C)C[C@@H]1[N+]1(C)CCCCC1 | 9 | -6 | -10 | 1
Cc1cc(C)nc(SCc2nnc(SCc3ccccc3Cl)o2)n1 | 7 | 4 | 2 | 0.98
O=CN1CC(=O)N(c2ccccc2)c2c([nH]c3ccccc23)C1 | 5 | 4 | 11 | 1
Cc1ccc(S(=O)(=O)N2CCC(C(=O)NCCN3CCCCCC3)CC2)cc1 | 9 | 0 | -20 | 0.97
Cc1cn(CC2COC(C)(C)O2)c(=O)[nH]c1=O (configuration not stated) | 7 | 0 | 2 | 1
COc1cc(NC(=O)CSCc2cnn(-c3ccccc3)c2-n2cccc2)cc(OC)c1 | 17 | -10 | 18 | 0.98
CCCN1C(=O)c2cc(C(=O)NCc3cccs3)ccc2C1O (configuration not stated) | 15 | 6 | 15 | 1
CC(C)=C1C2CC2C2C(C(=O)O)C12 (configuration not stated) | 12 | 2 | -4 | 0.99
CC(CCc1ccco1)NC(=O)Cn1ncc2c(=O)oc3ccccc3c21 (configuration not stated) | 8 | u | u | 0.79
SMILES | LNCaP diff act | VLA-4 agonist | VLA-4 antagonist | Jurkat autofluor
CCc1c(C)c2ccc(OCC(=O)OC)cc2oc1=O | 7 | 0 | -12 | 0.96
CN(C)C(=O)CSc1nnc(-c2cccnc2)n1-c1ccccc1 | 4 | 0 | -5 | 1
N#Cc1ccc(NC(=O)c2cc3cc4c5c(c3oc2=N)CCCN5CCC4)cc1 | 9 | u | u | u
O=C(CSc1nnc(-c2ccccc2Br)o1)Nc1cccc2ccccc12 | 1 | 2 | -10 | 1.1
Fc1ccc(N2CCN(c3nc(-c4ccco4)cc(C(F)(F)F)n3)CC2)cc1 | 13 | -12 | 23 | 1.1
O=C(CN1CCCN(S(=O)(=O)c2ccc(F)cc2)CC1)Nc1ccccc1Br | 2 | -1 | -19 | 1.1
CCOCCCNC(=O)C1CCN(S(=O)(=O)N2CC(C)CC(C)C2)CC1 (configuration not stated) | 10 | -1 | -25 | 1.1
O=C(CSc1n[nH]c(-c2cccs2)n1)N1CCN(S(=O)(=O)c2ccccc2)CC1 | 2 | 2 | -10 | 1.1
CC(C)C(NS(=O)(=O)c1ccc2c(c1)oc(=O)n2C)C(=O)N1CCN(c2ccccc2F)CC1 (configuration not stated) | 8 | u | u | 1.2
CCC(Sc1nc2n[nH]c(C)c2c(=N)n1-c1cc(Cl)ccc1C)C(=O)N1CCOCC1 (configuration not stated) | 3 | -4 | -5 | 1.1
CCOC(=O)N1CCC(NC(=O)C2CCN(S(=O)(=O)N3CCC(C)CC3)CC2)CC1 | 11 | 2 | -2 | 1
C=CCn1c(SCC(=O)N2CCN(c3ccc(F)cc3)CC2)nnc1-c1ccco1 | 2 | 4 | 15 | 1
CCc1cc2c(NCCC(=O)O)nc(C)nc2s1 | 7 | 6 | -27 | 1
COc1ccccc1-c1nc(C#N)c(N2CCN(c3ccccc3)CC2)o1 | 9 | -2 | 7 | 1
COc1cccc(NS(=O)(=O)c2nc3nc(C)cc(C)n3n2)c1 | 11 | 2 | -5 | 1
O=C(NCc1ccco1)c1cc(-c2ccccc2)c(N2CCOCC2)s1 | 21 | u | u | 1.5
CN1C(=O)NC(c2ccccc2)C2=C1CN(Cc1ccco1)C2=O (configuration not stated) | 3 | 8 | -3 | 1.1
COC(=O)c1ccc(CSc2ncnc3c2oc2ccccc23)o1 | 6 | 0 | 18 | 0.99
O=c1[nH]c(SCc2ccc(F)cc2)nc2c1cnn2-c1ccc(F)cc1 | 12 | 2 | -18 | 1.1
Cc1nc(NC(=O)c2ccccc2)sc1-c1csc(NCc2ccco2)n1 | 5 | -2 | -6 | 1.1
Cc1ccsc1-c1nc(CSCC(=O)NCc2ccc3c(c2)OCO3)c(C)o1 | 9 | u | u | 1
O=C(Cc1ccccc1)Nc1c2c(nn1-c1cccc(Cl)c1)CS(=O)(=O)C2 | 6 | -5 | 13 | 0.97
COC(=O)CCCC[C@H]1SC[C@H]2NC(=O)N[C@]21O | 9 | 13 | -22 | 0.96
O=C(CP(=O)(CO)CO)c1ccc(Cl)cc1 | 5 | 0 | 18 | 1.1
CC1=C(C(=O)OC2CCCCC2)C(c2cccnc2)n2ncnc2N1 (configuration not stated) | 1 | 0 | 0 | 0.74

Entries of single compounds as entered above. Values in the order: LNCaP diff act, VLA-4 agonist, VLA-4 antagonist, Jurkat autofluor
`COc1cccc(NS(=O)(=O)c2nc3nc(C)cc(C)n3n2)c1` as listed: 11, 2, -5, 1
`CCOCCCNC(=O)C1CCN(S(=O)(=O)N2CC(C)CC(C)C2)CC1` (configuration not stated) as listed: 10, -1, -25, 1.1
`C=CCn1c(SCC(=O)N2CCN(c3ccc(F)cc3)CC2)nnc1-c1ccco1` as listed: 2, 4, 15, 1
`CN(C)C(=O)CSc1nnc(-c2cccnc2)n1-c1ccccc1` as listed: 4, 0, -5, 1
`COc1ccccc1-c1nc(C#N)c(N2CCN(c3ccccc3)CC2)o1` as listed: 9, -2, 7, 1

Next entries follow:
SMILES | LNCaP diff act | VLA-4 agonist | VLA-4 antagonist | Jurkat autofluor
CCc1nnc(NC(=O)CSc2nnc(CSc3nc(C)cc(C)n3)n2CC)s1 | 19 | 3 | -3 | 1.1
CCCn1cc(S(=O)(=O)CC(=O)N2CCc3ccccc32)c2ccccc21 | 4 | 3 | -13 | 1
CSc1ccc(-c2cc(=O)c3ccccc3o2)cc1 | 14 | -8 | 17 | 1
COCCn1c(=O)[nH]c2cc(C(=O)NCCCN3CCN(c4ccc(F)cc4)CC3)ccc2c1=O | 14 | 8 | -15 | 1
Cc1nc2c(cnn2-c2ccc(Cl)cc2)c(=O)n1-c1ccc2c(c1)OCCO2 | 17 | u | u | 1.1
CCc1nnc(NC(=O)CCC(=O)O)s1 | 6 | 6 | -11 | 1
O=C(O)C1C2CCC(C2)C1C(=O)NCc1ccco1 (configuration not stated) | 5 | 4 | -7 | 1.1
Cc1cc(C)nc(N(C#N)CC(=O)N2CCC(C(N)=O)CC2)n1 | 10 | -10 | 5 | 1
CCC(=O)N1CCc2cc(S(=O)(=O)Nc3ccc4c(c3)OCCO4)ccc21 | 12 | 0 | -18 | 0.98
CN(C)C(=O)N1CCC(C(=O)NCc2ccc(F)cc2Cl)CC1 | 6 | 1 | 12 | 0.87
O=C(Cn1ncc2c(=O)oc3ccccc3c21)N1CCN(c2ccccn2)CC1 | 13 | u | u | 1.2
O=C1C2CCCN2C(c2ccc(F)cc2)N1c1nccs1 (configuration not stated) | 9 | -6 | -4 | 1

An excerpt from above, limited to LNCaP diff act and VLA-4 agonist:
SMILES | LNCaP diff act | VLA-4 agonist
COCCn1c(=O)[nH]c2cc(C(=O)NCCCN3CCN(c4ccc(F)cc4)CC3)ccc2c1=O | 14 | 8
Cc1nc2c(cnn2-c2ccc(Cl)cc2)c(=O)n1-c1ccc2c(c1)OCCO2 | 17 | u

Screening results as filed in PubChem.
